Assay outcomes: PubChem BioAssay, several laboratories
ABCB1 block: human ABCB1 inhibition, ABCG2 as counter-screen; CCRF-Adr cells, JC-1 efflux, flow cytometry; inhibition, % at 6.6 µM; 190,000 compounds, 0.067% hits; AID 1326; in the data active = inhibition above about 40%;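 note: 0% = vehicle and 100% = reference inhibitor; higher value means more JC-1 retained so stronger ABCB1 efflux block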
RGS8-Gao reg: modulates binding of RGS8 to human Galphao | 220,000 compounds, 0.34% hits | multiplexed bead flow cytometry; actives lie on both sides | response (percent of control binding), % at 10 µM; in the data active = response below about 60% or above about 140%; inactive = in between;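 note: Galphao activated as the GDP aluminium fluoride complex binding bead-coupled RGS8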
Target sequence (P09471 whole entry, looked up): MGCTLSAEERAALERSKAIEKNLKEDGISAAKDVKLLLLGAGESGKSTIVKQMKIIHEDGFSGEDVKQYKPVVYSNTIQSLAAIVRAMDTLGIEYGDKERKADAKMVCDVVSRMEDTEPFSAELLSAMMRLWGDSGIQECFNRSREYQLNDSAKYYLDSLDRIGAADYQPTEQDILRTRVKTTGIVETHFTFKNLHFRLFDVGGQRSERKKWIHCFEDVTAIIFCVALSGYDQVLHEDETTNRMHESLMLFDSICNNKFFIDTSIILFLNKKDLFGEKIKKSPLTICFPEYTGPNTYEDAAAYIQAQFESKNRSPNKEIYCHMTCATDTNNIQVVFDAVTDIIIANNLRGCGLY
GSH bead fluor: GSH bead compound fluorescence profile | GSH beads flow cytometry, compound fluorescence 488/530 nm; active compounds read high | fluorescence (KMESF) at 10 µM | 190,000 compounds, 0.25% hits; in the data active = fluorescence above about 89;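 note: glutathione beads carrying GST-tagged Bcl family fusion proteins plus one bare bead set; values are compound well signal with DMSO vehicle wells as background; inactives centre near 16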
Mcl1-Noxa inh: disrupts binding of human Mcl-1 to Noxa peptide; Q07820; TR-FRET Mcl-1/Noxa peptide binding, 2 h; inhibition, % at 21.7 µM; 220,000 compounds, 1.5% hits;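 active = compounds that cut the protein-peptide binding signal by more than 50% relative to plate controls in a single-dose test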;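 note: His-tagged Mcl-1 with rhodamine Noxa BH3 peptide and terbium anti-His antibody; 0% = Mcl-1 plus Noxa peptide wells and 100% = peptide-only wells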
Target sequence (Q07820 whole entry, looked up): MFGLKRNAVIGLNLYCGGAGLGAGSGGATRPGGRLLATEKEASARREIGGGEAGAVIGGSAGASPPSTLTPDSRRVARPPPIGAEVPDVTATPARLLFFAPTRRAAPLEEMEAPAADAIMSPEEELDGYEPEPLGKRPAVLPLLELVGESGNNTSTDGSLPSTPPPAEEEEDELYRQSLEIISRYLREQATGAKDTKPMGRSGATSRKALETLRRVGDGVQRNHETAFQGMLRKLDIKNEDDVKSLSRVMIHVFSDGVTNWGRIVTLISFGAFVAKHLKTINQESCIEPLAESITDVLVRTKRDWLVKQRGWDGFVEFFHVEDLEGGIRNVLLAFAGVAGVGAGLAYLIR
Bim-Mcl-1: inhibitors of Bim-Mcl-1 interaction, human; AID 1009; 190,000 compounds, 0.1% hits; Bead-based flow cytometry, Bim peptide-Mcl-1 binding; inhibition, % at 10 µM; Q07820; in the data active = inhibition above about 40%;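 note: 0% = no compound tracer wells and 100% = peptide blocker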
Mcl1 Bid PPI: disrupts binding of human Mcl-1 to Bid peptide | Q07820 | TR-FRET Mcl-1/Bid-Dy647 peptide binding, 1536-well | inhibition, % at 21.7 µM | 220,000 compounds, 0.97% hits;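 active = compounds that cut the binding signal by more than half at the single screening dose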;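 note: His-tagged Mcl-1 with europium anti-His antibody binding Bid BH3 peptide; 0% = Mcl-1 plus peptide wells and 100% = peptide-only wells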
ABCG2 inh: blocks JC-1 efflux by human ABCG2 transporter. Q9UNQ0. IgMXP3 cells, flow cytometry. inhibition, % at 6.6 µM. 190,000 compounds, 0.1% hits. AID 1325;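 active = inhibition above 80%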;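 note: 0% = DMSO and 100% = nicardipine control wells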
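System: two drug-resistant human cell lines, ABCG2 and ABCB1; controls: nicardipine high and DMSO low controls; times: 10 min exposure at 25 °C with rotation, no wash; detection: flow cytometry of retained JC-1 fluorescence; read-out basis: percent efflux inhibition, scaled nicardipine 100% to DMSO 0%; doses: one concentration, 6.6 µM final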
Avidin bead fluor: compound fluoresces at 488/530 nm on avidin beads; fluorescence (KMESF) at 10 µM; 220,000 compounds, 0.38% hits; compound fluorescence 488/530 nm, flow cytometry; active compounds read high; in the data active = fluorescence above about 47; note: inactives centre near 10
RGS4-Gao reg: modulates binding of RGS4 to human Galphao; Multiplexed bead flow cytometry; actives lie on both sides; binding response (% of control), % at 10 µM; P09471; 220,000 compounds, 0.33% hits; in the data active = binding response below about 49% or above about 150%; inactive = in between;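 note: fluorescent Galphao activated with aluminum fluoride binding bead-coupled RGS4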
RGS7-Gao reg: regulators of human RGS7-Galphao interaction | P09471 | Multiplexed bead flow cytometry, RGS7-Galphao binding; actives lie on both sides | 220,000 compounds, 0.35% hits | binding response (% of control), % at 10 µM | AID 1439; in the data active = binding response below about 49% or above about 150%; inconclusive = no clear call, values can overlap the other calls; inactive = in between;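 note: fluorescent Galphao held in activated GDP-AlF4 state binding bead-coupled RGS7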
Pf gametocyte: inhibitors of late stage P. falciparum gametocyte viability; P. falciparum stage V gametocytes, ATP luminescence, 24 h; inhibition, % at 10.9 µM; 150,000 compounds, 0.065% hits; AID 743093;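 active = inhibition above the mean plus 3 SD of compounds within the control limits, set per campaign, cut at about 38% in these data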;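 note: 0% = DMSO wells and 100% = medium only without gametocytes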
* = called active by the depositor; ? = inconclusive; nt = no result given.

SMILES | ABCB1 block | RGS8-Gao reg | GSH bead fluor | Mcl1-Noxa inh | Bim-Mcl-1 | Mcl1 Bid PPI | ABCG2 inh | Avidin bead fluor | RGS4-Gao reg | RGS7-Gao reg | Pf gametocyte
CC1CCc2ccccc2N1C(N)=Nc1ccccc1 (centres undefined) | 0.2 | 96 | 12 | 13 | -4 | -3 | 3 | 11 | 93 | 105 | nt
CCOC(=O)N1CCN(Cc2nc(CC3CC3)no2)CC1 | 0.4 | 97 | 17 | 0 | -1 | -23 | 3 | 4 | 93 | 95 | -2
Cc1csc(N(C(=O)c2cccc(S(=O)(=O)N3CCCC3)c2)c2ccccc2)n1 | 1.0 | 96 | 12 | 11 | 2 | -4 | 2 | 9 | 98 | 95 | nt
N#CCC(=O)N/N=C/c1ccc(Cl)cc1 | nt | 108 | nt | 0 | nt | -18 | nt | 5 | 108 | ? | -33
CCOC(=O)c1c(NC(=S)NCc2ccccc2)sc2c1CCN(C(=O)OCC)C2 | nt | 100 | nt | -8 | nt | -20 | nt | 8 | 102 | ? | 18
COc1ccc(NC(=O)CSc2nncc3ccccc23)cc1 | 0.0 | 104 | 9 | -7 | -22 | -9 | 0 | 27 | 106 | 108 | 12
O=C(O)CSc1c(-c2cccs2)[nH]c2ccccc12 | -0.4 | 100 | 8 | 9 | 16 | -29 | 0 | 16 | 99 | 100 | 5
Cc1[nH]c2ccccc2c1C(C#N)(C#N)C1C(=O)c2ccccc2C1=O | nt | 101 | nt | 6 | nt | -67 | nt | 4 | 103 | ? | 9
Cc1ccc(C)n1-c1ccc(C(=O)N2CCOCC2)cc1 | 1.6 | 90 | 31 | 20 | -1 | -14 | 6 | 9 | 93 | 90 | nt
O=C1c2cccc([N+](=O)[O-])c2C(=O)N1CCO | -0.1 | 100 | 10 | 4 | 5 | -14 | 29 | 10 | 99 | 99 | 4
CCOC(=O)c1cc2c(ccn2C)n1CC(=O)N1CCN(c2ccccc2)CC1 | 0.3 | 89 | 39 | -5 | -4 | -17 | 0 | 0 | 76 | 87 | nt
CCC(C(=O)NC1CCCCC1)n1c(SCc2ccccc2F)nc2ccncc21 (centres undefined) | -0.2 | 102 | 13 | 7 | -2 | -14 | 2 | 2 | 106 | 104 | nt
O=c1[nH]c2c(Br)cnc([N+](=O)[O-])c2[nH]1 | nt | 104 | nt | 11 | nt | 37 | nt | 7 | 103 | ? | -9
O=C(CN1C(=O)COc2ccccc21)NCCC1=CCCCC1 | 0.6 | 101 | 25 | -10 | -1 | -23 | 1 | 18 | 101 | 99 | 17
CCc1cc2c(N=Nc3c(O)[nH]c4ccccc34)ncnc2s1 | -1.3 | 100 | 11 | 15 | 0 | 10 | -9 | 7 | 100 | 97 | nt
CN(C(=O)CSc1nnc(-c2ccncc2)n1Cc1ccccc1)C1CCS(=O)(=O)C1 (centres undefined) | -0.3 | 98 | 23 | 3 | -1 | -26 | 0 | 11 | 98 | 93 | nt
COc1ccccc1NC(=S)NC(C)C(c1cccs1)N1CCOCC1 (centres undefined) | nt | 101 | nt | 15 | nt | -45 | nt | 7 | 100 | ? | -17
CCS(=O)(=O)CCSc1nc(C)cc(C)c1C#N | 0.5 | 103 | 18 | -9 | -8 | -9 | 5 | 9 | 99 | 101 | -11
COc1cc(OC)cc(-c2nc3ccccc3c(=O)n2NC(=O)c2cccnc2Cl)c1 | 0.7 | 97 | 10 | 2 | -2 | -6 | 6 | 14 | 92 | 88 | 0
COc1cc(/C=C(\C#N)c2nc3ccc(C)cc3[nH]2)c([N+](=O)[O-])cc1OC | 3.0 | 99 | 10 | 18 | -5 | -6 | 3 | 11 | 95 | 96 | -35
O=C(COC(=O)CCC(=O)c1cccs1)Nc1cc(S(=O)(=O)N2CCOCC2)ccc1Cl | 0.2 | 101 | 7 | -1 | -2 | -40 | 1 | 10 | 98 | 99 | 1
CC1CCc2c(sc3nc(SCC(=O)O)n(-c4ccccc4)c(=O)c23)C1 (centres undefined) | nt | 101 | nt | -3 | nt | 9 | nt | 3 | 102 | ? | -1
CCN(CC)c1ccc(NC(=O)c2ccccc2Br)cc1S(=O)(=O)Nc1ccccc1OC | -1.2 | 83 | 3 | -10 | -19 | -20 | -17 | 5 | 100 | 118 | -6
Cc1nnc(SCC(=O)c2ccc([N+](=O)[O-])cc2)s1 | 0.2 | 100 | 18 | 21 | -1 | -50 | 2 | 10 | 102 | 100 | 5
CCOC(=O)c1c(C)noc1-c1ccc(Br)o1 | nt | 98 | nt | -13 | nt | -12 | nt | 4 | 94 | ? | -3
O=C(Nc1nnc(SCc2ccc(F)cc2)s1)C1CC(=O)N(Cc2ccccc2)C1 (centres undefined) | 4.7 | 107 | 7 | 26 | 0 | -14 | 4 | 13 | 105 | 108 | 4
Cc1cc(OCC(=O)N2CCCCCC2)ccc1[N+](=O)[O-] | 0.9 | 101 | 9 | 28 | 0 | -15 | 21 | 15 | 100 | 99 | -8
COc1ccccc1N1C(=S)N=C(Nc2c(C)cccc2C)C12CCCC2 | nt | 111 | nt | -7 | nt | -34 | nt | 9 | 113 | ? | 9
CC(C)(C)OC(=O)N1CC=C2C(C#N)=C(N)C(C#N)(C#N)[C@H](c3cccnc3)[C@H]2C1 | 0.0 | 103 | 12 | -25 | 2 | -7 | 0 | 34 | 103 | 105 | nt
COc1cc(/C=N/O)ccc1OCc1ccc([N+](=O)[O-])cc1 | 1.0 | 98 | 2 | -1 | -4 | -6 | 28 | 13 | 100 | 100 | nt
CCc1cccc2c3c([nH]c12)C(CC)(CC(=O)O)OCC3 (centres undefined) | 0.0 | 102 | 23 | -15 | -6 | -23 | 0 | 10 | 101 | 103 | nt
CC(=O)N1CCC(=NNc2ncc(C(F)(F)F)cc2Cl)CC1 | 1.8 | 97 | 18 | 17 | -1 | -28 | 5 | 11 | 101 | 98 | 36
Nc1ccccc1SSc1ccccc1N | nt | 85 | nt | 12 | nt | -63 | nt | 9 | 94 | ? | nt
CSC1=C(C#N)C(=O)NC(c2ccccc2O)S1 (centres undefined) | nt | 95 | nt | 27 | nt | -24 | nt | 6 | 108 | ? | 14
Nc1ccc(N=Nc2ccccc2)c(N)n1 | 0.4 | 100 | 20 | 3 | -1 | -25 | 6 | 8 | 96 | 100 | nt
CCOC(=O)C1=C(C)N(CC)C(=S)NC1c1ccc(Cl)cc1 (centres undefined) | 0.5 | 99 | 15 | 4 | -4 | -36 | 1 | 6 | 100 | 100 | -15
Cc1cc(CNC(=O)CC2C(=O)NCCN2Cc2ccc(-c3ccccc3)cc2)nn1C (centres undefined) | 0.2 | 101 | 55 | 3 | -3 | -8 | 1 | 10 | 101 | 102 | 2
CCOC(=O)/C(CCC[N+](C)(CC)CC)=N\O | 0.6 | 88 | 23 | 15 | -6 | 11 | 1 | 6 | 99 | 101 | 7
CC(C)NS(=O)(=O)c1ccc(NC(=O)NC2CCCCC2)cc1 | 0.2 | 100 | 10 | 5 | -1 | -8 | 1 | 22 | 101 | 103 | -19
N#CC(c1ccccc1O)N1N=C(c2ccccc2)CC1c1ccccc1 (centres undefined) | nt | 100 | nt | -4 | nt | -26 | nt | 7 | 100 | ? | 17
O=C(CN1C(=O)NC2(CCCC2)C1=O)N1CCN(C(=O)c2ccco2)CC1 | -0.1 | 102 | 39 | 14 | 2 | -4 | 0 | 31 | 110 | 104 | 10
Cn1c(=O)[nH]c(=O)c2c1nc(Br)n2C/C=N/NC(N)=S | nt | 101 | nt | -8 | nt | -37 | nt | 7 | 100 | ? | 0
Cc1ccccc1-n1nnnc1SCC(N)=O | 1.1 | 101 | 12 | 5 | -2 | -20 | 3 | 9 | 102 | 98 | 13
CC1(C)CNc2cc(N)ccc2S1 | -0.9 | 99 | 9 | 20 | 1 | -66 | -3 | 11 | 100 | ? | 8
CC(C)Oc1ccc2nnnn2n1 | nt | 101 | 17 | -3 | 0 | 21 | nt | 5 | 99 | 96 | -27
N/C(=N\OC(=O)Nc1ccc(Cl)c(Cl)c1)c1ncc(C(F)(F)F)cc1Cl | -0.5 | 101 | 8 | -4 | -2 | -4 | -1 | 14 | 105 | 99 | nt
CC(C)COc1ccc(C(=O)N2C(=O)c3ccc(N)cc3C2=O)cc1 | nt | 100 | nt | -16 | nt | -1 | nt | 5 | 88 | ? | 12
Cn1c(C(=O)N(Cc2ccccc2)Cc2ccccn2)cc2sccc21 | 2.5 | 101 | 61 | 13 | 1 | -6 | 6 | 9 | 100 | 104 | nt
Nc1ncnc(Nc2cc(Cl)cc(Cl)c2)c1[N+](=O)[O-] | 0.5 | 101 | 10 | 19 | -3 | 0 | 25 | 13 | 102 | 105 | -2
CCS(=O)(=O)c1nc2ccccc2n1CC(=O)N1CCOCC1 | -0.2 | 100 | 19 | -8 | 2 | -13 | -1 | 13 | 98 | 99 | 1
O=C(NCC(O)CO)c1ccc2[nH]c3ccccc3c2c1 (centres undefined) | -0.2 | 91 | 14 | 3 | -5 | -12 | 0 | 18 | 98 | 97 | nt
Nc1ccc(S(=O)(=O)N2CCCC2)cc1Cl | nt | 104 | nt | 12 | nt | -35 | nt | 3 | 99 | ? | -11
COC(=O)CSc1nc(-c2ccccc2)nc2ccccc12 | -0.2 | 100 | 14 | 4 | 0 | -9 | 15 | 11 | 105 | 103 | 3
CC(C(=O)Nc1cccnc1)C1Sc2ccccc2NC1=O (centres undefined) | 0.1 | 107 | 15 | -6 | -1 | -30 | 0 | 7 | 107 | 110 | -16
O=C(COc1ccccc1-c1ccccc1)NCCN1C(=O)S/C(=C\c2cccnc2)C1=O | 1.3 | 99 | 18 | 3 | -5 | 1 | 8 | 13 | 98 | 98 | -10
O=C(NCCSCc1ccc(Cl)cc1)c1cccs1 | nt | 100 | nt | -16 | nt | -14 | nt | 3 | 98 | ? | 6
CSc1nc(C)cc(-n2ccc(=O)[nH]c2=O)n1 | 0.3 | 97 | 12 | -8 | -3 | -11 | 5 | 21 | 96 | 98 | -15
Cc1cc(C)cc(N(CCC#N)C(=O)CSC2=Nc3ccccc3C3CC=NN23)c1 (centres undefined) | 2.0 | 100 | 12 | 17 | -1 | -21 | 7 | 13 | 99 | ? | -7
Cc1cc(Br)ccc1SCC(=O)OCC(=O)NCc1ccco1 | nt | 89 | nt | 55* | nt | -26 | nt | 3 | 79 | ? | -15
